phage Ecoli inh: growth loss of phage-infected E. coli, primary screen, RecBCD inhibitor project, absorbance, with phage, HTS | AID 651602, 2012 | inhibition, % at 11.9 µM | hit rate 0.26% among 360,000; in the data active = inhibition above about 11%
Starred values were filed as active, the others as inactive. A portion of the library; the hit share may differ from the screen's.

phage Ecoli inh	Molecule
2.8	OC(c1ccccc1)(c1nc(-c2cc3ccccc3o2)cs1)C(F)(F)F (stereo unspecified)
3.2	Nc1[nH]c(C(=O)c2ccccc2)c(-c2ccncc2)c1C(=O)NC1CC1
3.0	Cc1ccc(S(=O)(=O)N(C)c2ccc3c(c2)C(=O)c2ccccc2-3)cc1
1.4	CC(C)C[C@H]1CNC(=O)C(=O)N1C[C@H]1CCCN1C[C@H](CC(C)C)N1C[C@H](CC(C)C)N(CCc2ccccc2)C(=O)C1=O
-1.2	COc1ccc(Cl)cc1C1=NOC2(CCC2)C(=O)N1Cc1ccc(NC(C)=O)cc1
0.7	CC(=O)Nc1ccc(-c2ccnc3c2CC(C)(C(=O)NC(C)C)O3)cc1 (stereo unspecified)
2.6	Cc1cccc(C)c1C(O)c1ncc(-c2ccccc2F)[nH]1 (stereo unspecified)
-2.2	CCOC(=O)[C@]12CCCC=C1N(Cc1ccccc1)C(=O)[C@H](CC(=O)N1CCN(C(=O)C3CC3)CC1)C2
2.7	CC(=O)Nc1cccc(Cn2cccn2)c1
-0.3	CC1(C(=O)NS(=O)(=O)c2ccc(Cl)s2)CCN1C(=O)C1(c2ccccc2)CCCC1 (stereo unspecified)

phage Ecoli inh	Molecule
-0.2	Nc1ncnc2c1nc(-c1ccccc1)n2C1OC(CO)C(O)C1O (stereo unspecified)
4.8	CCOC1=C2CN(S(=O)(=O)c3ccc(C)cc3)[C@H](c3ccccc3)C[C@@H]2N(S(=O)(=O)c2ccc(Br)cc2)[C@H](c2ccccc2)C1
2.5	O=C(NC(CC1=CCCCC1)c1ccccc1)C(F)(F)F (stereo unspecified)
0.8	CC1(C(=O)Nc2ccc3c(c2)OCO3)Cc2c(-c3cccc(C(F)(F)F)c3)ccnc2O1 (stereo unspecified)
0.2	O=C(Cc1ccc(NC(=O)C2CCCN(C(=O)c3ccccc3)C2)cc1)Nc1cccc(C(=O)N2CCCC2)c1 (stereo unspecified)
0.1	CCCCN(C=O)c1c(CC)nc2ccc(C(=O)NCc3ccc4c(c3)OCO4)cn12
4.8	O=C1NC[C@@H](CCCCN2CCN(CCc3ccccc3)C(=O)C2=O)N(CCc2ccc(O)cc2)C1=O
1.4	Cc1ccsc1C(=O)N1CCC1(C)C(=O)NS(=O)(=O)c1ccc(Br)cc1 (stereo unspecified)
1.6	CCCCNC(=O)C1(C)CCN1Cc1ccc(C#N)cc1 (stereo unspecified)
0.3	CCNC(=O)N(C)[C@H]1C[C@@H](c2ccccc2)N(C(C)=O)C[C@H]1CO

phage Ecoli inh	Molecule
1.7	CC(=O)Nc1ccc(-c2ccnc3c2CC(C(=O)Nc2cccc(N(C)C)c2)O3)cc1 (stereo unspecified)
-0.3	O=C(Nc1ccc(F)cc1)C(c1cc2ccccc2o1)N1CCN(c2cccc(C(F)(F)F)n2)CC1 (stereo unspecified)
2.5	CCc1nc2ccc(C(=O)N3CCN(S(=O)(=O)CC)CC3)cn2c1N(C)C(=O)c1cccc(OC)c1
2.7	O=C(O)Cc1ccc(N2N=C(c3ccccc3)CC2=O)cc1
0.6	CC1(C(=O)NS(=O)(=O)C2CC2)CCCN(C(=O)c2ccc3c(c2)OCO3)C1 (stereo unspecified)
-1.8	COc1ccc(Cn2cc(CN3[C@@H](c4ccccc4)COc4cc(Br)ccc4S3(=O)=O)nn2)cc1
3.9	CSc1ccc(CN2CCC(C)(Oc3ccc4ccccc4c3)C2)cc1 (stereo unspecified)
3.8	Cc1nc(C(F)(F)F)ccc1C(=O)N1CCC1(C)C(=O)NS(=O)(=O)c1cccc(C#N)c1 (stereo unspecified)
0.8	Clc1cccc(-c2nc3c4ccccc4ccn3c2CC2CCCCC2)c1
0.4	CCc1nc2c(OCc3ccc(Cl)cc3)cccn2c1N(C)C(=O)c1ccccc1F

phage Ecoli inh	Molecule
1.4	CN1C(=O)[C@@](O)(c2cn(C)c3ccccc23)c2ccccc21
-0.9	COc1cccc(NC(=O)C2(C)CCCN(C(C)C)C2)c1 (stereo unspecified)
0.0	CCSc1ccc(-c2cc(NC=O)c3ncc(-c4cccc(C(=O)NCCN(C)C)c4)n3c2)cc1
2.4	OC(c1ccc(F)cc1)c1nc(-c2cncnc2)cs1 (stereo unspecified)
2.4	Cc1ccc(NC(=O)CNC(=O)CN2C(=O)c3ccccc3C2=O)cc1
4.1	COc1ccccc1CNc1nc(NCc2ccccc2)nc2ccsc12
1.9	CC1(C(=O)Nc2ccccc2F)CCN1C(=O)Cc1ccc(-c2ccccc2)cc1 (stereo unspecified)
4.5	FC(F)(F)c1ccc(Cl)c(Nc2nnc(-c3ccncc3)s2)c1
-0.6	CCOC(=O)[C@]12CCC=C1N(Cc1ccc(Cl)cc1Cl)C(=O)[C@H](CC(=O)N1CCN(C(=O)c3ccco3)CC1)C2
-0.4	COC(=O)c1ccc2nc(-c3ccccc3)c(Cc3cccc(Cl)c3)n2c1

Reformatted field by field: entries from further up
> OC(c1ccc(F)cc1)c1nc(-c2cncnc2)cs1 (stereo unspecified)
  phage Ecoli inh: 2.4
> Cc1ccc(NC(=O)CNC(=O)CN2C(=O)c3ccccc3C2=O)cc1
  phage Ecoli inh: 2.4
> COc1ccccc1CNc1nc(NCc2ccccc2)nc2ccsc12
  phage Ecoli inh: 4.1
> CC1(C(=O)Nc2ccccc2F)CCN1C(=O)Cc1ccc(-c2ccccc2)cc1 (stereo unspecified)
  phage Ecoli inh: 1.9

The list continues:
phage Ecoli inh	Molecule
1.0	CCN(CC)C(=O)c1ccc2nc([C@@H]3O[C@H](CO)[C@H](O)[C@H](O)[C@H]3O)[nH]c2c1
-0.4	O=C(Nc1ccccc1)c1cc(C2CCCCN2S(=O)(=O)c2cccs2)on1 (stereo unspecified)
-0.9	c1ccc(Cn2cc(CCOCc3ccccn3)c3ccccc32)cc1
0.8	CCc1nc2c(OCc3ccc(C(F)(F)F)cc3)cccn2c1N(C)C(=O)c1ccc(C)cc1
5.2	COc1cc(C=NN=c2sc3ccccc3n2C)ccc1OCCO
3.0	COc1ccc(-c2cc(NC(C)=O)c3ncc(-c4cccc(C(C)=O)c4)n3c2)cc1OC
-0.7	Cn1c(=O)c2cc(NC(=O)OCCF)ccc2n1Cc1cccc(C(F)(F)F)c1
1.9	Cc1ccc(-c2nc3cc(C)c(Br)c(C)n3c2Cc2ccsc2)cc1
2.7	CC(C)Oc1cc(F)ccc1-c1cc(C(=O)Nc2ccc(F)cc2)[nH]n1
1.1	O=C1c2ccccc2C(c2nnnn2Cc2ccccc2)N1CCOc1ccccc1 (stereo unspecified)

phage Ecoli inh	Molecule
0.2	CCCc1nc2ccc(C)cn2c1Cc1ccsc1
3.0	CCOC(=O)C1(C)CCCN(C(=O)c2ccc(N(C)C)cc2)C1 (stereo unspecified)
-1.7	CN1C(=O)[C@@](O)(c2cn(C)c3ccccc23)c2cc(F)ccc21
6.7	COC(=O)c1cnc(Nc2nc(CN)cs2)nc1C(F)(F)F
1.2	CCCN(CCC)c1cc(=O)nc2ccccn12
3.4	O=C(NCc1ccccc1)C(C1CC1)n1c(Cc2cc(F)cc(F)c2)nc2ccccc21 (stereo unspecified)
1.2	COc1ccc(CNC(=O)C2(C)Cc3c(-c4ccc(N(C)C)cc4)ccnc3O2)cc1OC (stereo unspecified)
2.0	Cc1cc(O)cc(=O)n1-c1ccc(Cl)c(C(F)(F)F)c1
4.1	CCc1nc2ccc(C(=O)N3CCN(C(=O)c4ccco4)CC3)cn2c1N(C)CCC(C)C
2.1	Cc1c(C(=O)NCc2ccccc2C(F)(F)F)sc(=O)n1Cc1ccc2c(c1)OCO2

Five entries out of the list above, arranged by the value under phage Ecoli inh, lowest first.
phage Ecoli inh	Molecule
1.2	CCCN(CCC)c1cc(=O)nc2ccccn12
2.0	Cc1cc(O)cc(=O)n1-c1ccc(Cl)c(C(F)(F)F)c1
2.1	Cc1c(C(=O)NCc2ccccc2C(F)(F)F)sc(=O)n1Cc1ccc2c(c1)OCO2
3.4	O=C(NCc1ccccc1)C(C1CC1)n1c(Cc2cc(F)cc(F)c2)nc2ccccc21 (stereo unspecified)
4.1	CCc1nc2ccc(C(=O)N3CCN(C(=O)c4ccco4)CC3)cn2c1N(C)CCC(C)C

Further compounds.
phage Ecoli inh	Molecule
3.9	CCCNC(=O)C1(C)CCN(C(=O)c2ccc(F)c(Cl)c2)C1 (stereo unspecified)
2.6	O=C1c2ccccc2C(c2nnnn2-c2ccc3c(c2)OCCO3)N1Cc1cccs1 (stereo unspecified)
3.9	O=C(c1cccc(Br)c1)c1nc2ccccc2[nH]c1=O
7.3	CC(C)C[C@@H](CN1CCC[C@@H]1CN1C(=S)NC[C@@H]1Cc1ccc(O)cc1)N1C[C@H](Cc2ccc(O)cc2)N(CC2CCCCC2)C1=S
3.9	CC(=O)CC1c2cc(F)ccc2C=C(c2ccsc2)N1c1ccc(C#Cc2cncn2C)cc1 (stereo unspecified)
-3.6	CCc1cnc(Nc2nc(C(N)c3ccccc3Cl)cs2)nc1 (stereo unspecified)
0.6	C=CCOc1ccc(Cl)cc1-c1noc(-c2csc([C@H]3C[C@H](O)[C@@H](CO)O3)n2)n1
-3.0	O=C(C(=O)N1CCN(S(=O)(=O)c2cccc(C(F)(F)F)c2)CC1)c1cccc(C(F)(F)F)c1
0.1	CC(C)(C)OC(=O)NCCc1nc(NC(=O)OCc2ccccc2)sc1C(=O)O
1.8	CC1(C(=O)NC2CCCCCC2)CCN1C(=O)C1(c2ccccc2)CC1 (stereo unspecified)

phage Ecoli inh	Molecule
2.0	CC(C)C[C@H]1CN(CCCC[C@@H]2CNC(=O)C(=O)N2Cc2ccccc2)C(=O)C(=O)N1Cc1ccccc1
3.1	COC(=O)[C@]12CCCCC=C1N(Cc1ccc(Cl)cc1Cl)C(=O)[C@H](CC(=O)NCc1cccc3ccccc13)C2
3.6	CC1(C(=O)NCc2ccco2)Cc2c(-c3ccc(C(N)=O)cc3)ccnc2O1 (stereo unspecified)
0.9	Cc1cc2nc(C3CCCCC3)c(Cc3ccccc3)n2c(C)c1Br
-0.7	COc1cccc(CNC(=O)[C@@H]2CCCN2C(=O)[C@@H]2CCCN2C(=O)c2cccs2)c1
3.6	COC(=O)c1cc2c(c3c4cc(F)ccc4n(S(=O)(=O)c4ccccc4)c13)C(=O)N(Cc1ccccc1)C2
0.1	COc1ccc(Cl)cc1CC1(C)C(=O)Nc2ccc(S(=O)(=O)NC3CCCCC3)cc21 (stereo unspecified)
2.6	O=C(N[C@H](C(=O)N1CCC[C@H]1C(=O)NCc1ccccc1)c1ccccc1)c1ccc(Cl)cc1Cl
2.1	COc1ccc(CN2C(=O)CSCC2(C)C(=O)NC(C)C)cc1 (stereo unspecified)
0.2	O=C(NCC1CCCCC1)c1ccc2nc([C@@H]3O[C@H](CO)[C@@H](O)[C@H]3O)[nH]c2c1

phage Ecoli inh	Molecule
1.1	COc1ccccc1-c1ccc2c(c1)[C@@H]1C[C@H]3[C@@H](CN1CC2)[C@H](C)ON3C
2.2	CCOC(=O)[C@]12CCCC=C1N(CCC1=CCCCC1)C(=O)[C@H](CC(=O)NCCCN1CCCC1=O)C2
1.4	COc1cccc(C(NC(C)=O)c2nc(-c3cnc4ccccc4c3)cs2)c1 (stereo unspecified)
3.6	COc1ccccc1-c1ccc2c(c1)C(C)(Cc1cccc(F)c1)C(=O)N2 (stereo unspecified)
3.7	Cc1cccc(CN2CCN(C3CN(Cc4ccc([N+](=O)[O-])cc4)S(=O)(=O)C3)CC2)c1 (stereo unspecified)
4.5	O=C(O)CC1NC(=O)N(c2ccccc2)C1=O (stereo unspecified)
2.2	COc1ccc(S(=O)(=O)N2CCCCC2c2cc(C(=O)N3CCOCC3)no2)cc1 (stereo unspecified)
3.2	CC(=O)C1(O)CCC2C3CC(C)C4=CC(=O)CCC4(C)C3CCC21C (stereo unspecified)
-0.6	O=C(NC1CCCC1)c1nc(-c2ccco2)oc1-c1ccccc1
1.6	CCCCN(C=O)c1c(CC)nc2ccc(C(=O)N3CCN(S(=O)(=O)CC)CC3)cn12

phage Ecoli inh	Molecule
-1.6	C[C@@H]1OC(C2CCCCC2)N(C)[C@H]2C[C@H]3c4[nH]c5cccc(-c6ccccc6)c5c4CCN3C(=O)[C@@H]12 (stereo partly specified)
1.6	COc1cccc(CNc2nc(NCc3ccccc3OC)nc3ccsc23)c1
-0.8	CCCNC(=O)C1(C)CCCN(C(=O)/C=C/c2ccccc2)C1 (stereo unspecified)
0.6	COc1cc(OC)nc(Nc2nc(C(N)Cc3ccccc3)cs2)n1 (stereo unspecified)
1.7	COc1ccc(-c2ccc(C(=O)Nc3cccc(C(C)=O)c3)c3occc23)c(C)c1
6.5	OC(c1ccccc1)(c1ccccc1)C1CCN(CCCOc2ccc3c(c2)CCCC3)CC1
1.9	COc1cc(CNC(=O)c2cc(-c3ccc(F)cc3C)n[nH]2)cc(OC)c1
-0.9	CCOC1=C2CN(S(=O)(=O)c3ccc(C)cc3)C(c3ccc(CC)cc3)CC2n2c(=O)n(-c3ccccc3)c(=O)n2C1 (stereo unspecified)
-0.2	CCCCCCN1CCN(C2CN(Cc3cn(Cc4ccc(C)cc4)nn3)S(=O)(=O)C2)CC1 (stereo unspecified)
2.1	C=CCNc1ncnc2c1ncn2[C@H]1CN(Cc2ccccc2)C[C@@H](COC(C)=O)O1

phage Ecoli inh	Molecule
3.4	COC(=O)[C@]12CCCCC=C1N(CCC1=CCCCC1)C(=O)[C@H](CC(=O)N1CCC(c3ccccc3)CC1)C2
4.1	COc1ccc(Cl)c(-c2cc(C(=O)NCc3ccco3)[nH]n2)c1
0.4	CCOC1=C2CN(S(=O)(=O)c3ccc(C)cc3)[C@H](c3ccccc3)C[C@@H]2N(S(=O)(=O)c2ccccc2)[C@H](c2ccccc2)C1
2.2	CCc1nc2c(OCc3ccc(Cl)cc3Cl)cccn2c1N(C)C(=O)C(C)C
3.2	C[C@H]1CN(C(=O)OC(C)(C)C)CCN1c1ccc(N2CC[C@H](O)C2)c(C#N)c1
1.9	CCCNC(=O)C1(C)CCCN(C(=O)c2sccc2C)C1 (stereo unspecified)
3.4	CN1CCN(c2ccc(CNC(=O)C3Cc4c(-c5ccc(Cl)cc5)ccnc4O3)cc2)CC1 (stereo unspecified)
